GlmU inhibition – inhibition of mycobacterial GlmU enzyme – biochemical, glucosamine-1-phosphate acetyltransferase (AID 1376). M. tuberculosis GlmU acetyltransferase enzyme assay; higher % means a stronger effect. inhibition, %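 (tested at 30 µM in the primary screen)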, or IC50 in µM where a hit was titrated. 220,000 tested, 0.25% active; in the data active = inhibition above about 13%; inconclusive = no clear call, values can overlap the other calls;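 also: 0% = complete reaction with vehicle and 100% = reaction without substrate; strong numbers were not always called active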
Mtb RmlCD inh – inhibitors of Mycobacterium tuberculosis RmlC and RmlD coupled enzymes; P9WH09+P9WH11; RmlC+RmlD coupled enzyme assay, percent inhibition; primary screen in compound mixtures; inhibition, % at 3.6 µM; 160,000 tested, 0.03% active; AID 1533; in the data active = inhibition mostly above about 34%, no sharp cut-off; inconclusive = no clear call, values can overlap the other calls; inactive = mostly below about 22%; also: some results filed as inactive read as strong as hits
Target sequence (P9WH09 whole entry, looked up): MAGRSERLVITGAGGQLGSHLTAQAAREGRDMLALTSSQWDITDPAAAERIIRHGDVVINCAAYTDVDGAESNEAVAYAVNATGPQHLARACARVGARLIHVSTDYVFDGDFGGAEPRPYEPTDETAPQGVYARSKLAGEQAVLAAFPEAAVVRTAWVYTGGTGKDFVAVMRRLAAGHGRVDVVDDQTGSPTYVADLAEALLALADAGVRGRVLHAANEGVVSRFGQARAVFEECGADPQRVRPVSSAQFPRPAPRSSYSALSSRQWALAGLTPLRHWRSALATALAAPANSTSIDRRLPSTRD
Target sequence (P9WH11 whole entry, looked up): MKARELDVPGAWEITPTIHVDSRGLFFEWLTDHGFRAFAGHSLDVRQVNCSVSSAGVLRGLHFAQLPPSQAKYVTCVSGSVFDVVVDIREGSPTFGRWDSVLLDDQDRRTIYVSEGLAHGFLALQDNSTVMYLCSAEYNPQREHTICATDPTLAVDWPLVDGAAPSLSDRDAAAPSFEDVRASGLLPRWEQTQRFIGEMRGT
Starred values were filed as active, the others as inactive; ? = inconclusive; . = not tested or not shown; & = joins results of further samples. A portion of the library; count on the stated rates, not on these rows.

Second line of a record: GlmU inhibition | Mtb RmlCD inh
CN(C)S(=O)(=O)Nc1ccc(NS(=O)(=O)N(C)C)c(S(=O)(=O)c2ccccc2)c1
  -0.1% | .
COc1ccc(-c2cc(C(F)(F)F)n3nc(C(=O)NCc4ccco4)cc3n2)cc1OC
  -4.8% | .
O=C(CN1CCCCC1)N1CCN(C(=O)CN2CCCCC2)CC1
  -2.3% | .
Nc1cc(=O)[nH]c(SCC(=O)Nc2ccc([N+](=O)[O-])cc2)n1
  5.9% | 26.4
CC(C)(C)CN1C(=O)C(=O)NC[C@H]1Cc1ccc(O)cc1
  2.4% | .
COc1ccc(C(=O)N2CCOC2CNC(=O)C(=O)NCc2ccco2)cc1 (stereo unspecified)
  -6.8% | -10.1
O=C(CCc1ccccc1)OCC(=O)c1ccc([N+](=O)[O-])cc1
  0.1% | -10.1
Cc1ncc(CO)c(/C=N/N=C/c2ccccc2O)c1O
  -1.8% | -7.9
COC(=O)Nc1ccc(S(=O)(=O)N2CCC(C(=O)N3CCC(C)CC3)CC2)cc1
  6.9% | -8.3
CN(C)c1ccc(C=C(c2nnnn2-c2ccccc2)c2nnnn2-c2ccccc2)cc1
  -2.5% | -5.9
CC(C)(C)NC(=O)c1cc(C(C)(C)C)c(O)c(C(C)(C)C)c1
  -2.5% | -4.0
c1ccc(N2CCN(c3nc4cc5c(cc4s3)OCO5)CC2)cc1
  2.7% | -12.6
CC(=O)NC1=NN(C(C)=O)C(c2ccccc2)S1 (stereo unspecified)
  2.4% | 5.4
O=C(OCc1ccccc1)C1=NNC2C(=O)N(c3ccccc3)C(=O)C12 (stereo unspecified)
  -3.8% | 9.5
Cc1ccc(NC(=O)CSCc2ccco2)cc1
  -5.5% | 2.7
O=C(CN1C(=O)NC2(CCOc3ccccc32)C1=O)Nc1cccc(Cl)c1 (stereo unspecified)
  1.6% | 6.5
O=C(NCC(=O)N(c1ccc2c(c1)OCO2)C(C(=O)NC1CCCC1)c1cccs1)c1ccco1 (stereo unspecified)
  -0.1% | 13.8
Cc1ccccc1OCCCCn1cnc2ccccc21
  -3.0% | 2.0
COc1ccccc1C(CC(=O)Nc1ccc(Cl)cc1)c1ccc(OC(C)C)cc1 (stereo unspecified)
  1.0% | -7.5
N#CC1=C(N)N(c2ccccc2)C(c2cccc([N+](=O)[O-])c2)C1(C#N)C#N (stereo unspecified)
  0.5% | -7.3
COc1cc(C(=O)NC(=S)Nc2cccc3nc(C)ccc23)cc(OC)c1OC
  0.6% | -1.5
C=CC[n+]1c(C)csc1Nc1cccc(Br)c1
  -6.3% | 11.1
Cc1cc(N/N=C/c2ccccc2O)nc(N2CCOCC2)n1
  -0.3% | 6.2
CC(C)Oc1ccccc1/C=N/NC(=O)c1ccccc1Cl
  -4.5% | -9.7
CCc1c(C)c2ccc(OCC(=O)OC(C)C)c(C)c2oc1=O
  -4.6% | -7.3
CCCCC(=O)Nc1ccc(NC(=O)C2CC2)cn1
  7.0% | .
COc1ccc(/C(N)=N/OC(=O)c2ccc3c(c2)OCO3)cc1
  4.9% | 12.1
Cc1cc(C)n(-c2ccc(C(C)C)cc2)c(=O)c1C#N
  1.9% | 6.2
CCOC(=O)c1ccc2c(c1)C1C=CCC1C(C(=O)O)N2 (stereo unspecified)
  ? | 10.6
Cc1ccc(NC(=S)NCC(C)C)cc1
  -2.8% | 12.0
O=c1[nH]c(CN2CCN(Cc3ccccc3)CC2)nc2scc(-c3ccccc3)c12
  1.5% | .
COc1ccc(-c2nnc(SCCC(=O)O)n2-c2ccccc2)cc1OC
  -1.2% | .
Cn1c(SCCOc2ccccc2Cl)nnc1-c1cccs1
  0.5% | .
O=C(Nc1cc(Cl)ccc1N1CCOCC1)c1cccnc1Cl
  -1.4% | 8.1
S=C(NCc1ccco1)Nc1ccc(Oc2ccc(Cl)cc2)cc1
  1.5% | 2.4
CCOc1ccc(-n2c(C)nc3cc(C(=O)NCCN4CCOCC4)ccc32)cc1
  6.0% | 17.7
COC(=O)c1sc(NC(=O)CCCn2nc([N+](=O)[O-])cc2C)c(C(=O)OC)c1C
  -5.9% | -6.4
COc1ccc(C2C(C(=O)N3CCN(C)CC3)c3ccccc3C(=O)N2C2CCCCC2)cc1 (stereo unspecified)
  4.3% | .
CCN(CC)c1ccc(/C=N/NC(=O)Nc2nonc2N)cc1
  -6.3% | 0.6
COc1ccc(NS(=O)(=O)c2ccc(N/N=C/c3ccc(N4CCOCC4)cc3)c([N+](=O)[O-])c2)cc1
  5.6% | -7.6
O=[N+]([O-])c1cccc(C(=Nc2ccccc2Cl)NO)c1
  2.1% | -3.4
CC1(C)CC(=O)C(N=Nc2cc(S(=O)(=O)N3CCOCC3)ccc2Cl)=C(O)C1
  2.2% | -5.9
COC(=O)c1c(NC(=O)CN(c2ccc(C)c(C)c2)S(C)(=O)=O)sc2c1CCCC2
  3.9% | -5.4
CCOC(=O)Cn1nc(/C=C/c2ccc(C)cc2)ccc1=O
  2.1% | 46.0
CCOc1cc(C=O)ccc1OCCCN1C(=O)NC(C)(C)C1=O
  5.8% | .
Nc1nnc(SCc2cccc(C(F)(F)F)c2)s1
  1.4% | -7.2
N#Cc1c2n(c3c(N)ncnc13)CCCCC2
  3.2% | 2.0
CCN(CC)c1ccc(N2C(=O)/C(=C/c3ccccn3)SC2=S)cc1
  4.2% | -4.1
O=C(Nc1cccc2ccccc12)c1cn(-c2ccccc2)nc1-c1cccs1
  5.0% | -4.8
C=CCn1c(SCC(=O)NCC(=O)OCC)nnc1-c1cccc(OC)c1
  8.6% | .
O=c1cc[nH]c2cc(C(F)(F)F)ccc12
  -6.5% | .
CCOC(=O)CC(C#N)c1c[nH]c2ccccc12 (stereo unspecified)
  -5.6% | 11.1
Cc1noc(C(=O)NCc2cccnc2)c1Cl
  2.6% | -12.6
O=C1CN(C(=O)c2cnccn2)c2ccccc2N1
  0.5% | .
c1ccc2c(c1)ncn2CCCCOc1ccc2c(c1)CCC2
  -5.8% | -11.3
NC(=Nc1ccc(N)cc1)C(N)=Nc1ccc(N)cc1
  0.8% | -10.2
Cc1nn(CC(=O)NCCN2CCOCC2)c(=O)c2ccccc12
  -3.3% | 11.9
O=C(CSc1nnc(-c2ccccn2)n1Cc1ccccc1)NC1CCCC1
  . | 49.3
O=S(=O)(Nc1nccs1)c1ccc(NS(=O)(=O)c2cccs2)cc1
  7.3% | -5.1
CCN(CC)C(=O)CSc1nnc(CCNC(=O)OC(C)(C)C)o1
  0.4% | -6.9

New compounds follow:
Second line of a record: GlmU inhibition | Mtb RmlCD inh
CC/C(=N\NC(=O)Nc1ccccc1)c1ccccc1
  -6.5% | -7.0
COCC(C)NS(=O)(=O)c1ccc(NC(=O)c2ccccn2)cc1 (stereo unspecified)
  -2.2% | 30.0
OCC(O)CSc1nc(-c2ccccc2)nc2c1CCC2 (stereo unspecified)
  5.0% | -13.2
Cn1c(=O)oc2cc(S(=O)(=O)N3CCC(C(=O)N4CCN(c5ccccc5)CC4)CC3)ccc21
  5.2% | .
NC(=O)C1CCN(C(=O)c2ccc(Oc3ccccc3)cc2)CC1
  2.0% | -10.5
COCc1cc(=O)n2[nH]c(C)cc2n1
  -1.6% | 3.8
COc1cc(S(=O)(=O)N2CCOCC2)ccc1NC(=O)COc1ccc(N(C)S(=O)(=O)c2ccc(C)cc2)cc1
  -8.6% | .
CCC1(CC)C(=O)C2=C3C1[C@H](C(=O)OC)CC(C(=O)OC)C[C@H]3n1c(=O)n(C)c(=O)n1[C@H]2C (stereo partly specified)
  3.1% | .
CC1CN(C(=O)/C(C#N)=C2\N=C(NC(=O)c3ccc(F)cc3)c3ccccc32)CC(C)O1 (stereo unspecified)
  1.3% | -5.5
Nc1ncnc(Nc2ccccc2Cl)n1
  4.4% | 2.0
CCOc1ccccc1OCC(=O)NNC(=S)NC1CCCCC1
  3.1% | -12.5
CCO[C@H]1OC(C(=O)O)=C[C@@H](c2ccc(C(F)(F)F)cc2)[C@@H]1CCCO
  1.9% | .
Cc1cc(Cl)ccc1Oc1nc(-c2ccccc2)ncc1S(C)(=O)=O
  -0.9% | -2.6
Cc1cccc(C)c1N1CCN(S(=O)(=O)c2ccc(F)cc2)CC1
  0.7% | .
N#Cc1c(N)nc2c3c(sc(=N)c2c1N)NC(=O)CC3c1ccccc1Cl (stereo unspecified)
  6.2% | -6.0
CCOC(=O)N1CCN(C(=O)c2ccccc2CCc2ccccc2)CC1
  0.3% | -10.2
COc1cc(C)c(S(=O)(=O)N2CCN=C2c2ccccc2)cc1C
  1.3% | -6.7
Cc1cccc2cc(CN(Cc3ccc(F)cc3)C(=O)N(C)C)c3nnnn3c12
  5.8% | .
CC(=O)Nc1ccc(OCC(O)Cn2c3ccccc3c3ccccc32)c(C)c1 (stereo unspecified)
  0.5% | -0.9
COc1ccc(S(=O)(=O)N2CC=C(C(=O)Nc3ccc(NC(C)=O)cc3)CC2)cc1
  4.2% | -6.8
Nc1ccc2oc3ccc(N)cc3c(=O)c2c1
  -4.4% | .
CCSc1nnc(-c2ccccc2N=Cc2c(C)[nH]n(-c3ccccc3)c2=O)c(=O)[nH]1
  -2.0% | .
CC(C)Nc1ncnc2c1cnn2-c1ccc(Cl)cc1
  9.4% | .
CCc1ccccc1NC(=O)CN(c1cccc(OC)c1)S(C)(=O)=O
  8.4% | .
CCc1nc2ccccc2n1Cc1ccc(F)cc1
  5.2% | 47.3
Cc1cc(C)n(Cc2cnc(N3CCOCC3)s2)n1
  0.0% | -7.8
O=c1[nH]n(-c2ccccc2)c(=O)c2ccccc12
  6.0% | -8.2
COc1ccc2cc(C3(C)NC(=O)N(CC(=O)NCCC4=CCCCC4)C3=O)ccc2c1 (stereo unspecified)
  -2.9% | .
CCCc1nnc(SCC(=O)N(CC)CC)n1CC1CCCO1 (stereo unspecified)
  -2.1% | -10.6
O=C(NC(=S)N1CCc2ccccc21)c1ccc(Br)o1
  1.2% | 33.5

As a working copy, part of the list above:
Second line of a record: GlmU inhibition | Mtb RmlCD inh
CC/C(=N\NC(=O)Nc1ccccc1)c1ccccc1
  -6.5% | -7.0
COCC(C)NS(=O)(=O)c1ccc(NC(=O)c2ccccn2)cc1 (stereo unspecified)
  -2.2% | 30.0

(next part)
Second line of a record: GlmU inhibition | Mtb RmlCD inh
O=C(CNC(=O)c1ccco1)OCC(=O)c1ccc(Cl)cc1Cl
  3.7% | -4.6
CN(c1ccc(OCC(=O)OCC(=O)c2c(N)n(C)c(=O)n(C)c2=O)cc1)S(=O)(=O)c1ccc2ccccc2c1
  0.7% | -5.2
Fc1ccccc1Cn1cc(C(=S)N2CCOCC2)c2ccccc21
  -2.7% | -5.0
CC(C)C(=O)N1CCC2(CC1)Oc1ccc(Cl)cc1C(=O)C21CC(c2ccccc2)=NO1 (stereo unspecified)
  2.1% | 4.4
Cc1ccc(C)c(Cn2nnc3c(=O)[nH]c(C(=O)Nc4ccc(F)cc4)nc32)c1
  0.1% | -6.5
CC(=O)c1cc(C)ccc1OC(=O)c1ccco1
  -6.7% | 83.7
COc1ccc(C(C)=O)cc1COC(=O)c1cc(C)nc2ccccc12
  -6.6% | -1.7
CCC1CCCCN1CCCNC(=O)c1ccc(N2CCOCC2)c(NS(=O)(=O)c2ccc(OC)cc2)c1 (stereo unspecified)
  0.6% | -0.4
COc1ccc(CNC(=O)CSc2nnc(C)s2)cc1
  1.6% | .
Cc1cc(C)cc(N(C(C)C(=O)NCCC2=CCCCC2)S(C)(=O)=O)c1 (stereo unspecified)
  6.1% | .
CCN(CC)S(=O)(=O)c1ccc(C(=O)NCc2n[nH]c(=S)n2-c2ccccc2OC)cc1
  3.7%&-3.2% | 8.8
COc1ccc(/C=C2\SC(=O)N(CCNC(=O)CCS(=O)(=O)c3ccc(C)cc3)C2=O)cc1
  -2.0% | -9.9
COc1ccc(C)cc1-n1nnnc1SC/C(O)=C(\C#N)c1nc2ccccc2[nH]1
  1.4% | .
COc1cccc(C(=O)C2CCCN(Cc3cn(CC(N)=O)c4ccccc34)C2)c1 (stereo unspecified)
  -3.4% | -7.1
CC(O)[C@H]1CNC(=O)C(=O)N1CC1CCCCC1 (stereo partly specified)
  1.4% | 48.1
CCC(=NCc1ccco1)c1c(O)n(-c2ccc(C)cc2)c(=O)[nH]c1=O
  -0.9% | -8.5
Cc1noc(C)c1S(=O)(=O)N1CCC(C(=O)N2CCN(C3CCCC3)CC2)CC1
  . | -0.4
COC(=O)c1ccc(COC(=O)c2ccc(N(C)C)cc2)cc1
  -4.3% | .
CC(=O)c1ccc(OCC(=O)Nc2ccc3nc(C)sc3c2)cc1
  1.3% | .
COC(=O)c1nn(-c2ccccc2)c(Sc2ccc(OC)cc2)c1/C=N/O
  1.8% | 0.0
Cc1ccc(-c2cc(C(=O)N/N=C/c3c[nH]c4ccccc34)[nH]n2)cc1
  -5.9% | .
COc1ccc(-c2nn(-c3ccccc3)cc2/C=N/NS(=O)(=O)c2ccccc2)cc1
  . | -5.2
Cc1cccc(C)c1OCc1nnc(SCC(=O)Nc2nccs2)n1-c1ccccc1
  4.8% | 43.9

Single records, as listed above. Values in the order: GlmU inhibition | Mtb RmlCD inh
Results for CCOC(=O)c1ccc2c(c1)C1C=CCC1C(C(=O)O)N2 (stereo unspecified) → ? | 10.6
Results for Cn1c(SCCOc2ccccc2Cl)nnc1-c1cccs1 → 0.5% | .

From PubChem
